From PubChem BioAssay
HGIII-sPLA2 inh – Blocks human group III sPLA2 activity; Q9NZ20; QFRET BODIPY PC-A2 liposome hydrolysis, fluorescence; inhibition, % at 12.2 µM; 370,000 compounds, 0.56% hits;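 active means inhibition above mean plus 3 SD of compounds lying within the high and low control bounds, cut at about 19% in these data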;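 further: 0% = median of test compound wells and 100% = no enzyme DMSO wells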
NR1D1 modulator – Rev-erb alpha (human) modulation; AID 1259318; 370,000 compounds, 0.79% hits; Rev-erbα–FITC-DNA binding, fluorescence polarization, 90 min; P20393; activity, % at 10 µM;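 active means activity above about 14%, limit read from the data; passing the limit was not always enough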;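 further: 0% = DMSO wells with 35 nM protein and 100% = DMSO wells with 750 nM protein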
Target sequence (P20393 whole entry, looked up): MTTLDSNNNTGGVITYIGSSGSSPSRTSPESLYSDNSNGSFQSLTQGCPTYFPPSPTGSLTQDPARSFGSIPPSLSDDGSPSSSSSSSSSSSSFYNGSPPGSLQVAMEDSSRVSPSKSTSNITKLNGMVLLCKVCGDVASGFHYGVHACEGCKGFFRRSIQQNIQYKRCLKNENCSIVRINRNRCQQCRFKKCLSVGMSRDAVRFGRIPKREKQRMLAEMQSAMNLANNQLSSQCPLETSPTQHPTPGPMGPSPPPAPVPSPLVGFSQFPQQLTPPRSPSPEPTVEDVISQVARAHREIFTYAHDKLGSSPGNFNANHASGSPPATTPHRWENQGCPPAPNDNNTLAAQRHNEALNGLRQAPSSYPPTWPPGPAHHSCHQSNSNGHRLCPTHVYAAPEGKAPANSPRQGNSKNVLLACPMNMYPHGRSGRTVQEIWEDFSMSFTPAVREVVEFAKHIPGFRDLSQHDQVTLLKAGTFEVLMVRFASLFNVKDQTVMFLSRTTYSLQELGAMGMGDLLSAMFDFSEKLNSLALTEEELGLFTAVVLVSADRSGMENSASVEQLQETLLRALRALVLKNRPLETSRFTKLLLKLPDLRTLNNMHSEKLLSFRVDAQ
PLCb3 inh – blocks human PLC-beta3 enzyme activity | 370,000 compounds, 0.18% hits | Purified PLC-beta3, fluorogenic substrate, fluorescence | Q01970 | inhibition, % at 12.2 µM; in the data active means inhibition above about 11%;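 further: 0% = median of compound wells on plate and 100% = full blocker control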
ASAP1 GAP inh – ASAP1 ArfGAP inhibition. Q9ULH1. ASAP1-stimulated ARF1 GTP hydrolysis, GDP FP detection. inhibition, % at 16.5 µM. 360,000 compounds, 0.19% hits. AID 624377; in the data active means inhibition above about 25%;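 further: 0% = vehicle with enzyme and substrate and 100% = no enzyme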
KLK7 zymogen act – proKLK7 (human) activation, primary screen. activation, % at 7 µM. purified proKLK7, EDANS-DABCYL substrate fluorescence; 100% is mature enzyme control, 0% vehicle. AID 652039. 370,000 compounds, 0.9% hits. P49862;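 active means activation above the mean of all tested compounds plus 3 SD, computed per campaign excluding outliers beyond control limits, cut at about 13% in these data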
UHRF1 binding – human UHRF1 methylated DNA binding inhibitors; Q96T88; 370,000 compounds, 0.75% hits; inhibition, % at 4.4 µM; AID 687016; UHRF1 binding to methylated oligo, TR-FRET; in the data active means inhibition above about 21%;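 further: UHRF1 SRA domain binding a hemimethylated CpG hairpin DNA probe; 0% = median of test compound wells and 100% = reference inhibitor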
DDE Tn7 FP inh – DD(E)-Tn7 binding inhibition, primary FP screen; FP displacement of FITC-Tn7 peptide from fibrin DD(E); 0% = median of compound wells per plate; AID 720508; inhibition, % at 8.3 µM; P02675; 370,000 compounds, 0.13% hits;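 active means inhibition above the mean of compounds falling within the control limits plus 3 SD of them, cut at about 14% in these data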;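 further: 0% = plate median of compound wells and 100% = 10 µM Aha-Tn7 peptide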
Target sequence (P02675 whole entry, looked up): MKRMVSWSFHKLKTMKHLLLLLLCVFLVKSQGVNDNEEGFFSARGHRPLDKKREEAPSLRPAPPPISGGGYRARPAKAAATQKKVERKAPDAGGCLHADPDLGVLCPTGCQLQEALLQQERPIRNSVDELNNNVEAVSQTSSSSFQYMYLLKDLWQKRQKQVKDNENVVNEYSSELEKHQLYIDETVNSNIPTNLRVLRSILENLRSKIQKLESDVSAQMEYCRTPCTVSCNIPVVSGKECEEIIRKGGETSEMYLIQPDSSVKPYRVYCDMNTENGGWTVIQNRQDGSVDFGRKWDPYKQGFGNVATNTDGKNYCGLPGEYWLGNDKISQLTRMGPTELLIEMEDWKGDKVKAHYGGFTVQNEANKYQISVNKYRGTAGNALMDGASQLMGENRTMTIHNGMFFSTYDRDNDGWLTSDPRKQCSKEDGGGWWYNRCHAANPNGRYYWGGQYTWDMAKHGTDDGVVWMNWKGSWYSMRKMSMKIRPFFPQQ
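Assay system: Fibrin-DD(E) protein isolated from polymerized human fibrin clots; read-out basis: percent inhibition; medium: Tris/NaCl/CaCl2 buffer, pH 7.8; signal: FP measurement; incubation: 10 min plus 3 h, room temperature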
PLC-gamma1 inh – PLC-gamma1 (human) inhibition, primary screen; P19174; purified PLC-gamma1, fluorogenic substrate, fluorescence; inhibition, % at 12.2 µM; 370,000 compounds, 0.84% hits; AID 720700; in the data active means inhibition above about 9.5%
DDE Tn6 FP inh – disrupts Tn6 cyclic peptide binding to fibrin D-Dimer-E complex | 370,000 compounds, 0.21% hits | Fibrin DD(E) TRITC-Tn6 fluorescence polarization displacement | P02675 | inhibition, % at 8.3 µM;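 active means inhibition above a per-campaign cutoff: mean of compounds within control limits plus 3 SD, cut at about 15% in these data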;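 further: 0% = median of all compound wells on the plate and 100% = blocking peptide control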
ARFGAP1 inhibitor – inhibits rat ARF GTPase activating protein 1 | Q62848 | Arfgap1-stimulated ARF1 GTP hydrolysis, GDP FP detection | inhibition, % at 16.5 µM | 360,000 compounds, 0.26% hits;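 active means inhibition above a per-plate limit, mean inhibition of low control wells plus 3 SD, cut at about 25% in these data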;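 further: 0% = DMSO wells with enzyme and 100% = wells lacking Arfgap1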
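Material: rat Arfgap1 catalytic domain, aa 1-136; also added: human ARF1(Δ1-17)-GTP substrate; compound dosing: one concentration, 16.5 µM, DMSO 1.26%; incubation: GTP hydrolysis reaction 2 h at 25 °C; measured by: Tracer-displacement fluorescence polarization with EDTA stop, 620/688 nm; evaluation: % inhibition from polarization; repeats: one replicate per compound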
* hit, by the source's call; . = not tested or not shown; & = joins results of further samples. Compounds were not picked by outcome. Share with any hit: about 4.5%.

SMILES	HGIII-sPLA2 inh	NR1D1 modulator	PLCb3 inh	ASAP1 GAP inh	KLK7 zymogen act	UHRF1 binding	DDE Tn7 FP inh	PLC-gamma1 inh	DDE Tn6 FP inh	ARFGAP1 inhibitor
CCc1ccccc1NC(=S)N(Cc1cccs1)C1CCCC1	-1	-5	2	-8	-0.7	-3	7	2	1	-16
Cc1ccc(S(=O)(=O)N(CC(=O)N2CCCCCC2)c2ccccc2)cc1	-2	4	3	-9	0.3	3	-8	3	-5	-5
Cc1c(Cl)cccc1NC(=O)CCN1CCCC(C)C1 (stereo not drawn)	0	7	1	9	0.3	-1	-1	1	-3	-7
Cc1ccc(S(=O)(=O)Nc2ccccc2F)cc1C(=O)N1CCN(c2ccccc2O)CC1	-20	0	-6	5	-0.6	3	-2	1	-6	-9
CCOc1ccc(NC(=O)CN(C)C(=O)c2c(-c3c(F)cccc3Cl)noc2C)cc1OCC	3	-3	-4	-3	-0.3	1	1	0	2	21
N#Cc1ccccc1N1CCN(S(=O)(=O)c2ccc3c(c2)CCC(=O)N3)CC1	-4	1	-1	.	0.2	1	3	-2	-2	.
O=C(Nc1ccc(-c2cn3c(n2)SCC3)cc1)c1ccco1	-2	-1	-3	-6	0.1	2	-7	0	-1	-2
CCCCc1ccc(-n2nnnc2SCC(=O)Nc2cc(OC)c([N+](=O)[O-])cc2C)cc1	9	0	-4	-1	-0.5	3	5	0	1	1
COc1ccc(C(=O)Nc2ccc(CN3CCOCC3)cc2)cc1	-6	7	-3	11	0.3	17	-2	0	-1	-10
CNC(=S)N1N=C(c2ccccc2)CC1c1ccccc1Cl (stereo not drawn)	5	3	6	-5	0.0	0	-6	1	3	5
Cc1ccccc1C(=O)O	-7	0	0	11	-0.4	0	3	0	6	6
Cc1ccc(C2CC(C(F)(F)F)n3ncc(C(N)=O)c3N2)cc1 (stereo not drawn)	2	0	2	4	-1.1	2	-7	0	2	4
CN(C)c1ccc(C(=S)NC2CCCCC2)cc1	14	-5	7	5	-0.1	0	3	4	9	0
Cc1c(CN(C)C)c2c(n1Cc1ccccc1)C(=O)c1ccc(Br)cc1-2	16	1	-1	6	0.1	0	2	5	-2	12
CCOc1ccc(NC(=O)CN(c2ccc(OC)cc2)S(C)(=O)=O)cc1	-1	-1	1	-8	-0.2	-1	8	0	-6	-16
Clc1cccc(CSc2ncn(-c3ccccc3)n2)c1	-12	0	-1	13	-0.3	-1	6	0	7	11
O=C(Oc1cccnc1)c1cc(S(=O)(=O)N2CCOCC2)ccc1Cl	7	7	1	10	-0.2	4	10	-1	3	-2
CN(C)c1ccc(N=Cc2nc(-c3ccccc3)oc2OC(=O)c2ccccc2)cc1	5	2	-2	-6	0.0	-1	5	-2	-1	-8
COC(=O)c1ccc(S(=O)(=O)N2CCCCC2)o1	12	6	1	14	0.0	5	-4	0	-13	2
CCN(CC)C(=O)Cn1cc(C(=O)C(=O)NCCc2ccc(S(N)(=O)=O)cc2)c2ccccc21	-2	-4	0	14	0.8	-2	-6	-5	-11	1
CCCNC(=O)COc1coc(CN2CCN(c3ccc(F)cc3)CC2)cc1=O	2	1	-3	4	-0.6	0	5	-1	-1	-12
CCOc1cccc(C(=O)NC2=NCCS2)c1	-2	0	-5	2	0.2	4	-6	3	-3	2
COc1ccc(Cl)cc1C(=O)CSc1nc(N)cc(N)n1	-21	1	5	16	0.0	2	-15	6	4	2
Cc1ccc(N(CC(N)=O)C2SC(=O)N(C)C2=O)cc1 (stereo not drawn)	0	-3	1	8	-0.2	0	-7	3	-10	-7

6 compounds picked at random from the list so far, as already listed:
SMILES	HGIII-sPLA2 inh	NR1D1 modulator	PLCb3 inh	ASAP1 GAP inh	KLK7 zymogen act	UHRF1 binding	DDE Tn7 FP inh	PLC-gamma1 inh	DDE Tn6 FP inh	ARFGAP1 inhibitor
CCOc1cccc(C(=O)NC2=NCCS2)c1	-2	0	-5	2	0.2	4	-6	3	-3	2
COc1ccc(Cl)cc1C(=O)CSc1nc(N)cc(N)n1	-21	1	5	16	0.0	2	-15	6	4	2
CCN(CC)C(=O)Cn1cc(C(=O)C(=O)NCCc2ccc(S(N)(=O)=O)cc2)c2ccccc21	-2	-4	0	14	0.8	-2	-6	-5	-11	1
CCCNC(=O)COc1coc(CN2CCN(c3ccc(F)cc3)CC2)cc1=O	2	1	-3	4	-0.6	0	5	-1	-1	-12
Clc1cccc(CSc2ncn(-c3ccccc3)n2)c1	-12	0	-1	13	-0.3	-1	6	0	7	11
Cc1c(CN(C)C)c2c(n1Cc1ccccc1)C(=O)c1ccc(Br)cc1-2	16	1	-1	6	0.1	0	2	5	-2	12

Next entries
SMILES	HGIII-sPLA2 inh	NR1D1 modulator	PLCb3 inh	ASAP1 GAP inh	KLK7 zymogen act	UHRF1 binding	DDE Tn7 FP inh	PLC-gamma1 inh	DDE Tn6 FP inh	ARFGAP1 inhibitor
COc1ccc(C[C@H]2CN3C(=NC[C@H]3C)N2CCNC(=O)c2ccc(C)c(Br)c2)cc1	2	-1	3	1	0.5	0	-4	2	1	-2
COC(=O)[C@H](Cc1ccccc1)NC(=O)[C@@H](N)CC(=O)O	4	-5&2	3	4	0.6	-2	-2	-1	13	-1
S=C(NCCc1ccccc1)Nc1ccccn1	15	-1	2	11	0.1	5	-4	5	2	8
COc1cccc(OCCSc2nc(C)c(Cc3ccccc3)c(=O)[nH]2)c1	-3	3	-1	4	-0.1	2	2	-5	8	1
COP(=O)(O)CCOCCC(CC(C)C)NC(=O)OCc1ccccc1 (stereo not drawn)	16	3	2	.	0.0	1	-2	3	-3	.
COc1ccc(N2CCN(Cc3nc4c(c(=O)n(C)c(=O)n4C)n3CC(C)=O)CC2)cc1	7	-2	0	-5	-0.3	9	-5	3	1	-1
COc1ccccc1-n1c(=O)[nH]c2c(C(N)=O)nc(CC(C)C)nc21	2	6	-16	0	-24	1	0	-14	2	4
CCOc1ccc(N(CC)C(=O)COc2cc(=O)n(CC)c3ccccc23)cc1	-10	5	-1	-14	-0.5	0	6	1	2	3
CCOc1cc(C)nc(NCc2ccccc2)n1	5	0	-1	20	-0.2	1	-4	2	-2	17
C#CCOCCOCCOCCNc1nc(N2CCN(C(=O)Cn3cc(CCCN=C(N)N)nn3)CC2)nc(N2CCN(C(=O)[C@H]([C@@H](C)O)n3cc(CCCCN)nn3)CC2)n1	6	-3	2	0	-0.1	5	2	0	-2	-5
COc1cccc(C(O)C2OC(=O)c3ccccc32)c1OC (stereo not drawn)	3	2	-7	0	-0.4	0	0	-4	3	-2
O=C(COC(=O)c1cc(Br)ccc1O)Nc1cc(S(=O)(=O)N2CCCC2)ccc1Cl	-18	.	-34	5	1.2	1	-5	-14	-8	9
CCCc1c2c(cc3c(=O)cc(C(=O)OCC)oc13)CCCC2	2	-1	-12	-4	0.7	74*	0	-4	-1	2
Cc1ccc(-n2nnnc2SCC(=O)NCC2CCCO2)cc1C (stereo not drawn)	-5	8	3	4	-0.3	-1	2	0	0	-2
COC(=O)c1ccc(C)c(NC(=O)c2ccc(CN3CCc4ccccc4C3)cc2)c1	-3	2	-5	-5	0.1	1	6	0	7	2
Cc1cc(C)n(C(=O)c2cccc(S(=O)(=O)N3CCCCC3)c2)n1	8	0	-36	4	-0.3	3	8	0	-3	-9
CCOc1ccccc1C(=O)NCC(=O)Nc1ccc(-c2ccccc2)cc1	8	4	-5	-9	-0.2	6	0	2	-8	18
Cc1nnc(SCC(=O)NNC(=O)c2ccco2)s1	6	1	-5	-14	-0.3	4	0	-3	3	6
Cc1cccc(C)c1NC(=O)CCS(=O)(=O)c1ccc(Br)cc1	1	2	0	-11	-0.1	0	5	-1	11	2
Cc1ccc(S(=O)(=O)N2CC3(COC(C)(C)OC3)C[C@H]2CON2C(C)(C)CCCC2(C)C)cc1	-2	-1	2	.	.	3	-1	-2	-3	.
Nc1nc(-c2ccc(F)cc2)cc(C(F)(F)F)n1	-2	-3	-4	19	-0.7	-2	9	-1	-4	-10
Cn1cnc2cc(NCc3ccccc3Cl)ccc21	0	1	-37	8	1.2	-5	-3	-24	-7	-1
C[C@]12c3[nH]c4ccccc4c3CCN1C(=O)C(CC(=O)NCCCn1ccnc1)C[C@@H]2C(=O)N1CCOCC1 (stereo partly drawn)	13	-4	-4	-8	-0.2	1	5	1	1	10
Cc1ccc(N(C)C(=O)c2cc(S(=O)(=O)N3CCc4ccccc43)cn2C)cc1	-7	-4	3	23	-0.2	8	-6	1	5	-7
O=C(OCC(=O)N1CCN(C(=O)c2ccco2)CC1)c1cc(S(=O)(=O)Nc2ccc(Cl)cc2)ccc1O	-23	-3	-8	9	0.1	-2	1	-8	-5	-2
Cc1cc(OCC(O)CN2CCOCC2)cc(C)c1Cl (stereo not drawn)	2	0	-8	0	-0.1	1	3	0	8	4
C/C(=N/NC(=O)c1ccco1)c1cccnc1	0	-7	-1	6	-0.9	0	-5	-3	2	-1
O=C(C1CC(=O)N(C2CCCC2)C1)N1CCN(c2cccc(Cl)c2)CC1 (stereo not drawn)	1	-6	-10	2	-0.1	2	3	2	4	0
Cc1ccc(CCC(=O)Nc2ccccc2F)s1	2	1	2	9	-0.8	-2	-2	0	-5	3
COCC1CCN(C(=O)c2cc(COc3ccc4c(c3)CCCC4)on2)C1 (stereo not drawn)	-4	-2	-16	9	0.4	1	3	-3	8	4
C=CCc1cccc(/C=N/n2cnnc2)c1O	-5	3	-32	11	-12	-4	-9	-25	-9	5
OCC1(CCOc2ccccc2)CCN(Cc2ccncc2)CC1	-2	0	-3	11	0.3	1	-2	3	8	16
CCCCNC(=O)C1(C)CCCCN1C(=O)c1cccc(OC(F)(F)F)c1 (stereo not drawn)	1	-3	-6	1	-0.1	1	4	5	-1	1
Cc1ccc(/C=C2\SC(=O)N(CCC(=O)N3CCN(C)CC3)C2=O)cc1	-2	-3	-2	-4	0.6	-8	-5	4	0	9
CC1CCCC(NC(=O)c2ccc(CNc3c(N4CCCC4)c(=O)c3=O)cc2)C1C (stereo not drawn)	-1	-5	4	-15	-0.7	-1	-8	4	2	-12
Cc1cc(C)nc(Nc2nc3ccccc3o2)n1	-1	-2	-5	-2	0.5	3	3	-1	6	1
CC/C(=N\NC(=O)c1ccc(N2CCCC2=O)cc1)c1ccccc1	12	1	-9	-8	0.1	2	2	0	4	10
O=C(CCN1C(=O)/C(=C\c2cccs2)SC1=S)Nc1ccc(C(=O)O)cc1	-12	2	-6	-7	0.0	-4	-5	2	1	-23
Cc1cc(C)n(-c2ccc(C(=O)Nc3ccc4c(c3)OCO4)cc2)n1	-3	4	4	3	-0.3	2	-3	-3	3	5
CCOc1ccc2[nH]c(=O)c(CN(CCN3CCOCC3)Cc3nnnn3C(C)(C)CC)cc2c1	9	1	-241	4	7.0	2	-5	-205	-8	0
CCN1CCN(C(=O)C(C)Sc2nc3nc(C)cc(C)n3n2)CC1 (stereo not drawn)	8	0	-3	-6	-5.6	4	1	5	-4	-3
